Screens: PubChem BioAssay, several laboratories
CAL PDZ inh – inhibitors of human CAL PDZ peptide binding; 330,000 compounds, 0.02% hits; inhibition, % at 20 µM; AID 504414; purified CAL PDZ, TMR-peptide fluorescence polarization, 1 h;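 active = highest replicate inhibition of at least 40%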;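 also: plate controls were DMSO neutral control wells for no effect and unlabeled competitor peptide control wells for full effect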
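System: purified tagged CAL PDZ domain construct (CerCALP). Schedule: 1 h incubation at room temperature before polarization reading. Medium: 25 mM sodium phosphate pH 7.4, 150 mM NaCl, TCEP, IgG, Thesit. Read-out: percent inhibition from loss of millipolarization. Measured by: FP readout, S and P plane fluorescence. Probe or stimulus: fluorescent TMR peptide probe.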
PfHsp90 set2 – inhibits growth of yeast expressing Plasmodium falciparum Hsp90. S. cerevisiae expressing PfHsp90, BacTiter-Glo ATP, 48 h; yeast lacking PDR1 and PDR3 efflux regulators. inhibition, % at 9.4 µM. 310,000 compounds, 0.32% hits;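 active = every replicate shows inhibition above about 80%, whatever the replicate mean, limit read from the data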;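 also: 0% = DMSO neutral controls and 100% = 20 µM radicicol positive controls; yeast relying on Plasmodium falciparum Hsp90 in place of its own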
Rtt109 Vps75 – inhibitors of Candida albicans Rtt109/Vps75 histone acetyltransferase. Q5AAJ8. purified Rtt109/Vps75, ThioGlo CoA-SH fluorescence, 4 h. inhibition, % at 34.9 µM. 330,000 compounds, 0.16% hits. AID 540336;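 active = inhibition of at least 50% in every replicate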
Target sequence (Q5AAJ8 whole entry, looked up): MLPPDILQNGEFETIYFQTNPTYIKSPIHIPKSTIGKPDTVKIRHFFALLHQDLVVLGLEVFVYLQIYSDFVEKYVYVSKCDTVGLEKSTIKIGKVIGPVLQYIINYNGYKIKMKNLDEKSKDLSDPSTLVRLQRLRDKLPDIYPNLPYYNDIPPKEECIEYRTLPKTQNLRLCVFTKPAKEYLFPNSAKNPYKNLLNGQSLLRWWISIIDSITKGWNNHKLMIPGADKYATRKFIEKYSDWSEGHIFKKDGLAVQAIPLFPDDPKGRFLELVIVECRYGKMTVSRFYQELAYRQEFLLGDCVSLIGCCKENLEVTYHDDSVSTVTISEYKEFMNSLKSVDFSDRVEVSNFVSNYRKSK
PvdQ acylase – blocks Pseudomonas aeruginosa PvdQ acylase activity | inhibition, % at 10 µM | 340,000 compounds, 0.063% hits | purified PvdQ acylase, fluorescence plate reader; in the data active = inhibition above about 30%, passing the limit was not always enough;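 also: 0% = vehicle neutral wells and 100% = reference inhibitor wells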
AddAB inh – less growth of phage-infected E. coli with AddAB | E. coli expressing H. pylori AddAB, absorbance growth | inhibition, % at 11.9 µM | 330,000 compounds, 0.29% hits; in the data active = inhibition above about 12%;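 also: 0% = vehicle wells of infected cells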
phage Ecoli inh – E. coli growth loss with phage present; 360,000 compounds, 0.26% hits; AID 651602; inhibition, % at 11.9 µM; growth absorbance; in the data active = inhibition above about 11%
Wnt act – activates Wnt/beta-catenin signaling in a reporter cell assay | activator, plate reader | activation, % at 9.35 µM | 300,000 compounds, 1.2% hits | AID 743398; in the data active = activation above about 30%, passing the limit was not always enough;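 also: 0% = neutral control wells and 100% = positive control wells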
DAGLB inhibitor – diacylglycerol lipase beta (human) inhibition; Q8NCG7; HEK293T DAGLB membrane lysate, EnzChek fluorogenic substrate; inhibition, % at 5.17 µM; 340,000 compounds, 0.059% hits; AID 504411; in the data active = inhibition above about 34%;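 also: 0% = enzyme with vehicle and 100% = wells lacking enzyme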
Target sequence (Q8NCG7 whole entry, looked up): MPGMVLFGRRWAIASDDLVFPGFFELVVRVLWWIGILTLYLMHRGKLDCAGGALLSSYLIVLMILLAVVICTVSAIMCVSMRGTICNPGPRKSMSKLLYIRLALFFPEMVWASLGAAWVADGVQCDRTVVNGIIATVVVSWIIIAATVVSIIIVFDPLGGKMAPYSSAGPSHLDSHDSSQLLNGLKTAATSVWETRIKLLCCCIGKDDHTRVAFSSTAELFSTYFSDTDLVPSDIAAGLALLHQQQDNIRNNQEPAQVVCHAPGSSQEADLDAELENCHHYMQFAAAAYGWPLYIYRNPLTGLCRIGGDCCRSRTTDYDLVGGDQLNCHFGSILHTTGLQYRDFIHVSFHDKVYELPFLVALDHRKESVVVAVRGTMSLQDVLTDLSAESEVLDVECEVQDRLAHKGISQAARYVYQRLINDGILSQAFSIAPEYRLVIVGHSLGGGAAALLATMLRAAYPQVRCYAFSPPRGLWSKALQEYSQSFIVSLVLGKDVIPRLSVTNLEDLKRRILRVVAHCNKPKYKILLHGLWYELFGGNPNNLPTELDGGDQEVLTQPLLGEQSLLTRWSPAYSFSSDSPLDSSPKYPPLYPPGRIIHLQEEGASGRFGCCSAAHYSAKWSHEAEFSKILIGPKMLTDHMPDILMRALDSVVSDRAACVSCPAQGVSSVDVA
E coli growth – counter-screen for AddAB inhibitors: E. coli growth inhibition; 330,000 compounds, 0.27% hits; E. coli V3065 growth, OD600 absorbance, 18 h; inhibition, % at 11.9 µM;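 active = inhibition above the campaign's mean inhibition across all tested compounds plus 3 SD, cut at about 9.9% in these data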;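 also: uninfected addAB+ strain grown without phage in ampicillin broth; 0% = DMSO wells and 100% = ciprofloxacin 0.95 µg/ml wells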
Tat export inh – E. coli Tat transport inhibition. inhibition, % at 10 µM. E. coli MC4100 TorA-mCherry Tat export, fluorescence. 340,000 compounds, 0.036% hits;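 active = mean replicate inhibition at least 50% and at least half of replicates individually reaching 50%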;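 also: exported cargo escapes ClpAP degradation while cytoplasmic cargo is degraded and loses fluorescence; 0% = median of neutral control wells and 100% = median of NaSCN control wells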
* hit, by the source's call; . = not tested or not shown. Hits appear at their usual frequency; about 1.9% have a hit in one of these screens.

SMILES	CAL PDZ inh	PfHsp90 set2	Rtt109 Vps75	PvdQ acylase	AddAB inh	phage Ecoli inh	Wnt act	DAGLB inhibitor	E coli growth	Tat export inh
COc1ccc(-n2c(C)cc(=O)c3c2CC(C)(C)CC3=O)cc1	-0.8	-6	-1	-9	-1.2	0.9	.	-1	-0.7	-8
CN(Cc1ccccn1)C(=O)CC1C(=O)NCCN1Cc1ccc(F)cc1Cl (stereo not drawn)	-0.8	-18	1	15	3.9	3.8	1	0	0.6	-6
N=C1/C(=C\c2coc3ccc(O)cc3c2=O)C(=O)N=C2SC=CN12	1.0	-44	11	1	-0.7	3.7	4	-70	-2.3	-1
COc1ccccc1CNS(=O)(=O)c1ccc(-c2cnc(C3CC3)o2)cc1	-2.7	1	-7	-2	4.2	-0.2	-7	-20	0.8	2
O=C(c1sccc1-n1cccc1)N1CCCC1	-0.6	-37	2	-14	2.3	2.8	.	3	0.2	-4
N=C1S/C(=C\c2cn[nH]c2-c2ccc(F)cc2)C(=O)N1c1ccccc1F	-0.8	13	5	-10	2.5	0.7	.	-2	-0.1	-10
O=C(CN1C(=O)COc2ccccc21)N(Cc1cccnc1)Cc1ccccc1F	-0.5	10	3	-7	4.5	.	-2	-4	-0.7	6
Cn1cccc1Cc1nnc(SCC(=O)NC2CCCC2)n1-c1ccc(F)cc1	-2.9	13	-6	-13	-1.6	1.1	-1	-5	-1.7	10
O=C(N/N=C/c1sc(=O)n(-c2ccccc2)c1Cl)c1ccncc1	-3.0	20	-2	-6	0.5	3.7	12	-1	-0.4	-2
Cc1cc2[nH]c(=O)c(=O)[nH]c2cc1S(=O)(=O)NC1CCC(C)CC1 (stereo not drawn)	-0.2	9	2	6	-1.5	2.2	-8	1	-0.6	0
Cc1ccc2nc(-c3ccc4c(c3)NC(=O)CO4)cn2c1	-2.7	-11	30	15	-0.8	2.6	-1	-4	0.7	0
CCc1ccc(CNC(=O)C2CCCN(S(=O)(=O)N3CC(C)CC(C)C3)C2)cc1 (stereo not drawn)	-2.5	7	-1	-4	1.4	0.0	6	-9	-1.2	-6

3 records drawn at random from the list so far:
SMILES	CAL PDZ inh	PfHsp90 set2	Rtt109 Vps75	PvdQ acylase	AddAB inh	phage Ecoli inh	Wnt act	DAGLB inhibitor	E coli growth	Tat export inh
CCc1ccc(CNC(=O)C2CCCN(S(=O)(=O)N3CC(C)CC(C)C3)C2)cc1 (stereo not drawn)	-2.5	7	-1	-4	1.4	0.0	6	-9	-1.2	-6
O=C(N/N=C/c1sc(=O)n(-c2ccccc2)c1Cl)c1ccncc1	-3.0	20	-2	-6	0.5	3.7	12	-1	-0.4	-2
O=C(CN1C(=O)COc2ccccc21)N(Cc1cccnc1)Cc1ccccc1F	-0.5	10	3	-7	4.5	.	-2	-4	-0.7	6

Carrying on.
SMILES	CAL PDZ inh	PfHsp90 set2	Rtt109 Vps75	PvdQ acylase	AddAB inh	phage Ecoli inh	Wnt act	DAGLB inhibitor	E coli growth	Tat export inh
Cc1cccc(-c2nc(Nc3ccc(O)cc3)c3ccccc3n2)c1	0.1	32	1	3	-1.6	1.0	9	-1	-0.6	0
CCN(CC)CCN1C(=O)C(=O)/C(=C(/O)c2ccc(OC)c(OC)c2)C1c1ccccn1 (stereo not drawn)	0.4	-11	9	7	-2.9	0.5	.	1	0.2	-7
CC(=O)NS(=O)(=O)c1ccc(NC(=S)NC(=O)Cc2ccccc2)cc1	-3.2	-1	10	0	-0.2	3.5	-2	4	1.9	-7
COc1cccc(C(=O)NCCCNC(=O)c2ccco2)c1	-3.6	7	-4	-2	2.6	-3.0	-1	3	3.2	9
O=C(Cc1ccc(F)cc1)N1CCN=C1SCc1ccc([N+](=O)[O-])cc1	-3.3	-14	7	-5	1.3	2.0	-2	0	-0.7	2
Cc1ccnc(NC(=O)Cn2cc([N+](=O)[O-])cn2)c1	-0.5	10	2	-8	0.7	1.8	8	-1	-1.0	-1
COc1ccc(C(=O)CSc2n[nH]c(C)n2)cc1[N+](=O)[O-]	0.0	8	3	-5	1.0	1.8	-2	.	-1.2	10
Cc1ccc(SCc2cn3c(C)csc3n2)cc1	-0.1	-5	5	4	1.1	1.8	1	-4	-0.9	-7
CCCOP(=O)(c1ccc(N(C)C)cc1)C(O)c1ccncc1 (stereo not drawn)	0.0	8	-2	-8	1.4	2.7	0	-1	-0.5	2
O=C(CSc1nc2ccccc2c(=O)n1-c1ccc(SC(F)F)cc1)Nc1ccc(N2CCOCC2)cc1	-1.5	6	-2	0	-0.8	2.5	-11	-1	-1.6	16
CCN1/C(=C/C(=O)c2ccco2)Sc2ccccc21	1.1	19	21	-6	2.5	2.3	.	-2	1.8	-9
Cc1[nH]c2ccccc2c1C(O)c1ccncc1 (stereo not drawn)	1.0	5	6	-11	2.7	3.1	-3	0	-0.4	2

Record cards (already shown). Values in the order: CAL PDZ inh | PfHsp90 set2 | Rtt109 Vps75 | PvdQ acylase | AddAB inh | phage Ecoli inh | Wnt act | DAGLB inhibitor | E coli growth | Tat export inh
Cc1ccnc(NC(=O)Cn2cc([N+](=O)[O-])cn2)c1 as listed: -0.5 | 10 | 2 | -8 | 0.7 | 1.8 | 8 | -1 | -1.0 | -1
O=C(CSc1nc2ccccc2c(=O)n1-c1ccc(SC(F)F)cc1)Nc1ccc(N2CCOCC2)cc1 as listed: -1.5 | 6 | -2 | 0 | -0.8 | 2.5 | -11 | -1 | -1.6 | 16
COc1cccc(C(=O)NCCCNC(=O)c2ccco2)c1 as listed: -3.6 | 7 | -4 | -2 | 2.6 | -3.0 | -1 | 3 | 3.2 | 9
Cc1ccc(SCc2cn3c(C)csc3n2)cc1 as listed: -0.1 | -5 | 5 | 4 | 1.1 | 1.8 | 1 | -4 | -0.9 | -7

Remaining list, next part.
SMILES	CAL PDZ inh	PfHsp90 set2	Rtt109 Vps75	PvdQ acylase	AddAB inh	phage Ecoli inh	Wnt act	DAGLB inhibitor	E coli growth	Tat export inh
O=C(CN1CCCCC1)NCCNc1ccc(C(F)(F)F)cc1[N+](=O)[O-]	0.3	-10	0	-8	5.7	6.4	-4	-2	1.8	-8
COc1cc(C(=O)NCc2nnc(SCC(=O)NCc3ccco3)o2)cc(OC)c1OC	-1.1	16	-5	-4	3.2	0.4	0	4	0.7	2
COc1cccc(-c2c(C(=O)N/N=C/c3cccs3)nnn2-c2nonc2N)c1	-3.7	-6	7	-4	2.5	.	.	-1	0.4	-1
Clc1ccc(CN2C3=NCCN3c3ccccc32)cc1	-0.7	-52	-4	-12	2.9	4.4	-3	-3	2.2	-6
CS(=O)(=O)C1=C(O)C(=O)N(CCCC(=O)O)C1c1ccccc1F (stereo not drawn)	0.5	-11	1	4	0.3	1.7	3	3	0.4	2
CCOc1ccc(CC(=O)Nc2cccc(-c3ccc4nnc(C)n4n3)c2)cc1	-8.1	-8	15	-14	1.6	0.8	3	3	-0.9	1
Cc1nn(-c2ccccc2)c(C)c1C(=O)OCC(=O)Nc1cccc(S(N)(=O)=O)c1	-0.4	-13	-4	-2	0.3	1.6	-2	0	-1.4	-3
CN(C)CCN(C(=O)c1ccc2c(c1)OCCO2)c1nc2cc3c(cc2s1)OCO3	-2.7	-32	5	-1	2.3	2.2	1	-1	-1.0	2
O=C(NC1CCN(C(=O)Nc2cccc(F)c2)CC1)C1CCCCC1	-0.4	4	-7	-12	-1.2	2.3	0	-3	0.5	1
COc1ccccc1/C=C/C(=O)OCCN1CCOCC1	0.3	5	-2	3	3.1	0.7	2	-1	-2.3	-4
CC1Cn2c(nnc2-c2cccs2)S1 (stereo not drawn)	-2.0	7	-11	3	-0.1	-1.5	.	2	-2.7	-4
COCCn1c(=O)[nH]c2cc(C(=O)NCCN3CCN(c4ccc(OC)cc4)CC3)ccc2c1=O	-1.0	.	-16	-14	1.6	0.6	-1	-2	0.0	2
O=C(CSc1ccsc1[N+](=O)[O-])NCc1ccco1	-3.1	-22	.	19	30*	7.5	33*	1	21*	-8
CC1CCCCC1NC(=S)Nc1ccc(Cl)cc1Cl (stereo not drawn)	-0.7	12	-2	-8	6.2	5.2	5	-6	2.5	1
CCN1CCCC1CNC(=O)CCc1nnc(CCC2CCCCC2)o1 (stereo not drawn)	-0.5	-8	10	-7	0.1	3.1	-1	2	-0.5	0
CCOC(=O)c1cnc(-c2ccccc2)nc1Oc1ccc(OC)cc1	-3.0	4	1	-4	0.0	-0.1	0	-1	-1.1	2
COc1ccc(-c2nn(C)c(=O)c3ccccc23)cc1NC(=O)Cn1nc(-c2ccccc2)c2ccccc2c1=O	-0.7	7	-6	-7	-0.2	-0.9	5	2	-2.5	2
Cc1ccc(C)c(NC(=O)CCN2CCC(C)CC2)c1	0.5	-6	2	-12	3.9	4.3	1	-1	0.8	-1
CCOC(=O)c1csc(NC(=O)c2ccc(N3C(=O)CCC3=O)cc2)n1	-2.9	2	-2	-6	-0.6	4.8	-1	4	-1.0	-9
COC(=O)c1cc(NC(=O)/C=C/c2ccccc2)ccc1O	.	.	.	.	-0.3	4.0	8	.	-1.8	.
NC(=O)N1CCc2ccccc21	-27	-26	-3	-9	0.5	2.4	-2	1	-0.6	-7
Cc1ccccc1NC(=O)CSc1nnc(-c2ccco2)n1N	0.5	.	-1	-8	3.6	3.0	-3	0	0.5	2
Cc1cc(/C=C\c2ccccc2)nc2ccccc12	-22	-93	-1	-8	-2.2	0.6	10	-10	0.2	-1
Cc1ccc(-c2noc(CCCOc3ccc(Cl)cc3Cl)n2)cc1	1.1	1	4	-2	1.4	1.3	.	-18	3.4	-7
O=C(c1ccc(F)cc1)c1cn(Cc2ccc(F)cc2)c2cc3c(cc2c1=O)OCCO3	-2.3	-13	22	5	-0.8	2.8	-7	-2	-0.2	10
O=C(Nc1nnc(C2=COCCO2)o1)c1ccc(S(=O)(=O)N2CCCCC2)cc1	-0.8	-9	-4	-7	-0.4	2.2	-1	3	-4.6	-2
O=C1CN(C(=O)COC(=O)C2=COCCO2)c2ccccc2N1	-0.3	-4	3	5	0.2	3.2	.	-2	-1.2	-5
Cc1ccnc(SCc2cc(=O)c(OC(=O)c3ccc(Br)o3)co2)n1	-0.7	10	-6	7	4.6	2.0	51*	-4	-1.0	3
CC(=O)NC12CC3CC(C1)CC(C(=O)OCC(=O)c1ccc4c(c1)OCCO4)(C3)C2	-1.0	-67	-1	-14	2.4	-4.3	-3	-1	-3.0	7
Cc1csc(SCC(=O)Nc2nc3ccccc3s2)n1	-2.2	-6	1	-10	1.9	2.7	-2	-4	1.9	-6
CCOC(=O)c1sc(NC(=O)CSc2nnnn2-c2ccc(C)c(C)c2)nc1C	-1.8	-20	2	-13	1.9	0.7	.	-1	0.6	2
CCC(CC)C(=O)Nc1nnc(SCC(=O)NC(C)(C)C)s1	-0.8	12	4	-11	1.2	1.8	-2	0	1.9	0
COC(=O)CN1C(=O)C(O)(CC(=O)c2ccc(C)o2)c2ccccc21 (stereo not drawn)	-0.7	24	-1	0	-2.9	1.2	1	4	-1.2	-3
CCC(CC)C(=O)c1c[nH]c(C(=O)NCCOC)c1	-0.7	10	-2	-7	3.9	2.6	0	1	1.0	-10
NC(=O)c1c(NC(=O)c2ccc(F)cc2)sc2c1CCC2	-0.6	2	-14	9	4.3	0.3	-1	-4	0.5	-6
CCOC(=O)c1c(C)[nH]c(C(=O)COC(=O)CCSc2ccccc2)c1C	-0.2	4	-23	-4	-0.8	2.9	8	-6	-3.5	-2
